Screening data deposited in PubChem by several laboratories.
GalR3 antag – GalR3 antagonists in HEK293 cells, primary screen, cell-based, fluorescence readout | hit rate 0.44% among 360,000 | Galanin receptor type 3 (Homo sapiens), O60755 | inhibition, % at 3 µM | HEK293 GalR3-CNG cAMP membrane potential fluorescence; galR3 body fused to GalR1 C-terminus;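 active = inhibition above the screen-wide average plus 3 SD, cut at about 13% in these data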;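 also: forskolin and galanin both at EC90 stimulate the cells; cAMP rise reported by CNG channel membrane potential dye signal; 0% = forskolin plus galanin with DMSO and 100% = forskolin alone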
Target sequence (O60755 1-299 limits assumed): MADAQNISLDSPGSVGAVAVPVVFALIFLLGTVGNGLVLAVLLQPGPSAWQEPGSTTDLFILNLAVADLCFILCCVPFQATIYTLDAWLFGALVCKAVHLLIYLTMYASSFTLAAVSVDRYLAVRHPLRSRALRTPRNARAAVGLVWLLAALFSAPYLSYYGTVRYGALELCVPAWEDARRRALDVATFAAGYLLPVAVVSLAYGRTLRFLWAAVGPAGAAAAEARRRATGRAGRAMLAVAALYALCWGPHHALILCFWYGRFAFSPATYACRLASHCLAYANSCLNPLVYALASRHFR
NALP1 inh – NALP1 inflammasome inhibitors in reconstituted yeast, colorimetric, S. cerevisiae, triplicate retest | S. cerevisiae NALP1/ASC/caspase-1 growth, X-gal OD620, 72 h | inhibition, % at 10 µM | hit rate 0.61% among 280,000; in the data active = inhibition mostly above about 24%, no sharp cut-off; inactive = mostly below about 32%; also: some compounds called inactive have numbers as strong as hits
GPR7 antag – GPR7 receptor antagonists, primary screen, cell-based, fluorescence, single concentration. GPR7-expressing cells, fluorescence antagonist assay. inhibition, % at 4.4 µM. hit rate 1.1% among 290,000; in the data active = inhibition above about 16%, passing the limit was not always enough;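 also: cells stimulated with the agonist NPW; 0% = agonist with vehicle and 100% = vehicle without agonist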
Target sequence (P48145 whole entry, looked up): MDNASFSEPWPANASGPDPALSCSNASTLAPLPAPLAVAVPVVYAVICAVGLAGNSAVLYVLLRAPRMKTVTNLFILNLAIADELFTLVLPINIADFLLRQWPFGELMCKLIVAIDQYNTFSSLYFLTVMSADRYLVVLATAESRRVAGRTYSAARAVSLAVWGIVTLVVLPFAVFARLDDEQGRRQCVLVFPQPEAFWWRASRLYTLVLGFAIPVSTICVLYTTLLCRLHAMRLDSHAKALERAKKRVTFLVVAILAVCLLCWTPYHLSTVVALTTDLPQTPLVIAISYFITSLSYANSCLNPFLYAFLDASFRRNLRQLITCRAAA
MEKK2mut PB1 HTS – MEK5 binding signal on mutant MEKK2 PB1, primary screen, biochemical, multiplex bead flow cytometry, Alexa488-MEK5; Alexa488-MEK5 binding to MEKK2 mutant; percent response, % at 10 µM; hit rate 0.35% among 290,000; AID 1530, 2009; in the data active = percent response above about 24%, passing the limit was not always enough; also: inactives centre near 1; some results filed as inactive read as strong as hits
OXTR ag – human OXTR agonists, primary screen, fluorescence, CHO-OTR cells, Fluo-8 calcium. Fluo-8 calcium fluorescence; normalized: DMSO 0%, oxytocin 100%. activation, % at 3 µM. hit rate 0.32% among 320,000;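 active = activation above the mean of all tested compounds plus 3 SD, cutoff set per screening run, cut at about 20% in these data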;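 also: peak over basal fluorescence ratio from a 100 s FLIPR kinetic read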
PfM18AAP inh – PfM18AAP inhibitors, malaria aminopeptidase, primary screen, biochemical, QFRET, recombinant enzyme. H-Glu-NHMec fluorogenic cleavage. hit rate 1.2% among 290,000. inhibition, % at 7.35 µM. AID 1822, 2009;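 active = inhibition above the campaign mean inhibition over all tested compounds plus 3 SD, cut at about 28% in these data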;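 also: 0% = plate median of test compound wells and 100% = 2 mM ZnCl2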
MEKK2wt PB1 HTS – modulators of MEK5 binding to wildtype MEKK2, primary screen, biochemical, multiplex bead flow cytometry, Alexa488-MEK5 | Mitogen-activated protein kinase kinase kinase 2 (Homo sapiens), Q9Y2U5 | Alexa488-MEK5 binding to MEKK2 WT; actives lie on both sides | binding response (% of control), % at 10 µM | hit rate 1.1% among 290,000 | AID 1531, 2009; in the data active = binding response below about 67% or above about 130%
V1aR counter – agonists of human V1a receptor, primary screen, counter-screen for OXTR agonist project, fluorescence, CHO-V1R cells | AID 2797, 2010 | Vasopressin V1a receptor (Homo sapiens), P37288 | Fluo-8 calcium fluorescence, agonist mode; 0% DMSO, 100% 3 nM vasopressin | hit rate 0.25% among 320,000 | activation, % at 3 µM;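 active = activation above the mean activation of all tested compounds plus 3 SD, per screening run, cut at about 20% in these data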;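 also: signal is peak over basal fluorescence ratio across a 100 second FLIPR read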
Target sequence (P37288 whole entry, looked up): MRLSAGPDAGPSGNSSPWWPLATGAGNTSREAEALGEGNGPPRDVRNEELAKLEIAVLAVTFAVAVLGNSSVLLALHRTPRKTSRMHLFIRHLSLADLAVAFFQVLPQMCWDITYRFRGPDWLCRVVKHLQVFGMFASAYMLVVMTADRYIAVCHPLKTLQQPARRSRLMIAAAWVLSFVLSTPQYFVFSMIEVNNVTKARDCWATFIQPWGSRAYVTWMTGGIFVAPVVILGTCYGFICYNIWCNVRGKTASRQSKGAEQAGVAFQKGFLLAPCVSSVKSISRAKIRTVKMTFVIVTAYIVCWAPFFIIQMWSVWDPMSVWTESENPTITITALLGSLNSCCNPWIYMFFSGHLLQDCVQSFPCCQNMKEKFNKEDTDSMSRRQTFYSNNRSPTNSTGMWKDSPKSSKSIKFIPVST
OXTR potentiate – human OXTR potentiators, primary screen, fluorescence, CHO-OTR cells, Fluo-8 calcium | Fluo-8 calcium fluorescence, potentiator mode; 0% = oxytocin EC15, 100% = EC100 | hit rate 0.061% among 320,000 | AID 2445, 2010 | activation, % at 3 µM;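 active = activation above that plate's cutoff, the mean activation of tested compounds plus 3 SD, cut at about 6.6% in these data, passing the limit was not always enough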;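 also: 100% uses oxytocin at 75 nM as the full agonist control; some results filed as inactive read as strong as hits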
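Material: CHO-OTR cells, human receptor; compound dosing: single dose, 3.0 µM nominal final compound concentration; schedule: 6 min compound pre-incubation at room temperature, 100 s kinetic read; measured by: kinetic Fluo-8 calcium fluorescence; read-out basis: % activation vs EC15 and EC100 oxytocin; controls: EC15 oxytocin alone as 0%, 75 nM oxytocin as 100%; replicates: singlicate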
* marks the source's active call; other numbers are inactive results; . = not tested or not shown.

SMILES	GalR3 antag	NALP1 inh	GPR7 antag	MEKK2mut PB1 HTS	OXTR ag	PfM18AAP inh	MEKK2wt PB1 HTS	V1aR counter	OXTR potentiate
C[C@@H](C[C@@H](O)[C@H](O)C(C)(C)O)[C@@H]1CC[C@]2(C)C3=CC[C@H]4C(C)(C)C(=O)CC[C@]4(C)[C@H]3CC[C@@]12C	-8	44*	1	2	-1.3	-3	94	1.6	-5
Cn1ncc(Cl)c1C(=O)N1CCC(Cc2ccccc2)CC1	3	-7	12	9	1.4	-5	106	3.3	-6
Cc1cc(C)cc(NC(=O)CCCCCN2C(=O)[C@@H]3Cc4ccccc4CN3C2=O)c1	-7	-2	-20	0	0.7	18	101	3.3	-7
CCOc1ccc(N(CC(=O)Nc2ccc(C)c(C)c2)S(C)(=O)=O)cc1	-11	19	16	-5	-0.8	-10	97	4.6	-11
CCCCn1c(N)c(Sc2ccc(Cl)cc2)c(=O)[nH]c1=O	-4	0	-2	8	-1.4	-3	104	-0.5	-4
Cc1nnc(NC(=O)CSc2n[nH]c(-c3ccccc3C)n2)s1	-5	25	-16	1	0.8	2	102	0.6	-2
Cc1nc2c(-c3ccc(F)cc3)c(C)nn2c(C)c1CCC(=O)N1CCN(c2ccccc2)CC1	6	-8	4	9	1.0	6	114	0.7	-6
O=C(CN(C(=O)CCC(=O)Nc1nccs1)c1ccc(F)cc1)NCc1ccccc1	-10	-7	-4	-2	1.4	2	92	1.3	-3
CCOC(=O)c1ccc(NC(=O)C2CCCN(S(=O)(=O)c3ccc(F)cc3)C2)cc1 (stereo not drawn)	0	1	7	-3	6.8	5	100	5.2	-10
NS(=O)(=O)OCc1ccc(C(F)(F)F)cc1	-10	8	-1	-8	-0.1	-2	99	0.8	-1

Complete entries from above:
NS(=O)(=O)OCc1ccc(C(F)(F)F)cc1 in the list: GalR3 antag: -10; NALP1 inh: 8; GPR7 antag: -1; MEKK2mut PB1 HTS: -8; OXTR ag: -0.1; PfM18AAP inh: -2; MEKK2wt PB1 HTS: 99; V1aR counter: 0.8; OXTR potentiate: -1
CCOC(=O)c1ccc(NC(=O)C2CCCN(S(=O)(=O)c3ccc(F)cc3)C2)cc1 (stereo not drawn) in the list: GalR3 antag: 0; NALP1 inh: 1; GPR7 antag: 7; MEKK2mut PB1 HTS: -3; OXTR ag: 6.8; PfM18AAP inh: 5; MEKK2wt PB1 HTS: 100; V1aR counter: 5.2; OXTR potentiate: -10

New compounds follow.
SMILES	GalR3 antag	NALP1 inh	GPR7 antag	MEKK2mut PB1 HTS	OXTR ag	PfM18AAP inh	MEKK2wt PB1 HTS	V1aR counter	OXTR potentiate
CCOc1ccc2ccccc2c1/C=N\NC(=O)OC	-2	33	-6	-2	-1.9	-6	78	-2.4	-6
COC(=O)c1ccc(NC(=O)CSc2nncn2-c2cccnc2)cc1	-7	13	-4	-3	0.1	1	100	0.9	-7
CN(C)c1ccc(/C=N/NC(=O)c2ccc3nc[nH]c3c2)cc1	-3	17	-7	-3	0.3	-4	101	8.1	-12
CCCc1cc(=O)[nH]c(SCC(=O)Nc2nonc2N)n1	2	7	-4	-18	-0.5	1	71	1.4	-4
CCOC(=O)C1(CCOc2ccccc2)CCN(Cc2cccc(F)c2)CC1	-4	10	-7	7	-1.9	-6	113	0.9	-8
CCOC(=O)N1CCN(c2cccc(C)c2C)CC1	3	27	3	-1	-2.6	3	98	0.3	-3
COc1ccc(C(=O)NC(=S)N2CCCCC2)cc1[N+](=O)[O-]	-2	17	-6	0	-0.6	5	107	0.4	-2
Cc1cc(/C=C(\C#N)C(=O)Nc2ccccc2)c(C)n1-c1cccnc1	-5	33	4	8	1.4	-10	93	1.1	-8
C/C(=C\C(=O)c1ccc(Cl)cc1)Nc1ccc(N2CCOCC2)cc1	-5	-5	-5	.	2.0	-3	.	0.5	-2
O=C(O)c1ccc2c(c1)-c1cc(C(=O)O)ccc1S2(=O)=O	-6	7	1	10	2.0	-6	101	0.6	-1
Cc1nc(-c2cccc(-c3noc(C)n3)c2)no1	-6	40	15	5	0.0	3	104	-0.1	-1
CCOc1ccc(S(=O)(=O)NCCC(=O)N2CCC(Cc3ccccc3)CC2)cc1	-2	2	-8	6	1.0	6	105	8.2	-4
O=C(CCc1ccccc1)NNC(=O)c1ccc(NC(=O)c2ccccc2)cc1	-1	26	0	-2	12	-9	97	0.1	-4
O=C(CSc1nnnn1-c1ccc(Cl)cc1)NC(=O)Nc1ccc2c(c1)OCCO2	1	8	14	-5	2.0	4	91	3.8	-5
CNC(=S)N/N=C/c1cc(C)n(-c2ccc(Cl)c(Cl)c2)c1C	-6	39	-3	0	2.5	10	101	4.8	-12
CCN(CC)CCCNC(=O)C1CCC(CNS(=O)(=O)c2c(C)cc(C)cc2C)CC1 (stereo not drawn)	-6	13	-15	-2	-0.4	0	98	0.6	-3
CSc1nsc(SCC(=O)Nc2ccc(C(=O)O)cc2)n1	-8	7	-17	-1	0.4	3	97	-0.5	5
NC(=O)CSc1nnc(CNc2cccc(Cl)c2)n1CCc1ccccc1	-4	23	-2	1	0.0	2	105	-0.3	-14
CCN1CCN(c2cc(=O)n(C3CCCCC3)c(=O)[nH]2)CC1	.	.	-7	4	0.0	1	106	0.4	-3
CCCC(C(=O)NC1CCCC1)N(C(=O)Cn1nnc(-c2ccc(C)o2)n1)c1ccccc1OC (stereo not drawn)	.	-3	-3	5	-1.2	2	109	-1.6	-7
CCOC(=O)C(NC(=O)Nc1cccc(C)n1)(OCC(F)(F)F)C(F)(F)F (stereo not drawn)	-2	-4	-8	-1	3.2	1	93	0.1	-6
CCCc1nnc(NS(=O)(=O)c2ccc(OC)cc2)s1	-6	2	-7	0	-1.1	7	100	-0.2	-12
COc1cccc(-c2ccc(SCC(=O)NC3CCCCC3)nn2)c1	2	9	-13	6	-0.6	2	102	0.2	-3
Cc1cccc(-c2nc(CS(=O)CC(=O)N3CCc4ccccc4C3)c(C)o2)c1 (stereo not drawn)	.	-12	-10	2	-1.8	0	102	-0.8	-4
C=CCN(C)CCCNC(=O)/C=N/O	.	17	-6	31	.	3	96	.	.
CC(=O)OCC(=O)Nc1ccc([N+](=O)[O-])cc1Cl	-3	15	-16	7	-0.2	2	102	-0.6	-4
Cc1ccc(/C=C2/Sc3ccc(C(=O)NCc4ccccn4)cc3NC2=O)cc1	-7	-5	-3	1	0.3	0	104	-0.4	-5
COCCCNC(=O)C1CCN(C(=O)c2oc3cc4sc(N(C)C)nc4cc3c2C)CC1	-9	24	-4	0	0.9	-3	102	0.8	-3
O=C(Cn1cnc2c(nnn2Cc2ccccc2F)c1=O)NCC1CCCO1 (stereo not drawn)	3	9	-19	6	0.3	-1	94	-0.1	0
O=C(c1ccc2c3c(cccc13)CC2)N1CCOCC1	0	2	1	9	-0.2	-11	107	1.1	1
CC1(C)CC(=O)C2=C(C1)OC(N)=C(C#N)C2c1ccc(OC(=O)N2CCOCC2)cc1 (stereo not drawn)	-5	3	-8	-5	0.0	-4	97	-0.3	0
CCCc1cc(=O)oc2cc3oc(C)c(C)c3cc12	-5	6	-3	.	-1.5	2	.	-0.9	-1
CC1=C(C)CC(C(=O)NCC(=O)c2ccccc2)C(C(=O)O)C1 (stereo not drawn)	0	-1	0	-4	-0.2	8	98	-0.3	2
Cc1no[n+]([O-])c1COc1ccc(/C=N/n2nnnc2N)cc1	-4	21	16	-1	1.6	1	107	2.2	-4
C=CCOc1c(CNc2cccc(C(=O)O)c2)cccc1OC	0	21	-14	1	-0.1	1	101	0.8	-11
O=C(NNC(=O)C12CC3CC(CC(C3)C1)C2)[C@@H]1C[C@H]1c1ccccc1	-1	-2	-11	-9	-0.7	5	92	0.4	-5
COc1ccc(NC(=O)c2ccc3c(c2)OCCO3)cc1OC	-8	4	-4	0	-0.5	0	105	0.2	-3
CC12CCC(C(=O)N3CCOCC3)([C@H](Br)C1=O)C2(C)C (stereo partly drawn)	-2	-6	-24	0	0.5	0	101	1.1	-5
Clc1ncnc2scc(-c3ccccc3)c12	0	38	0	1	-1.3	6	99	-0.8	-1
CCOC(=O)c1nnn(-c2nonc2-n2cccc2)c1CCl	1	-7	-4	7	-0.9	-10	98	2.0	-6
CCCC(C)NC(=O)c1ccc(OCc2ccc(Cl)cc2)c(OC)c1 (stereo not drawn)	-4	21	-9	0	0.0	-15	102	-0.4	-4
Cc1noc(C)c1C(=O)N1CCN(S(=O)(=O)c2cccc(Cl)c2Cl)CC1	-6	-4	13	-16	-0.4	2	85	1.0	-2
CN(C)C1=NC[C@H](Cc2ccccc2)N1CCc1cccc(F)c1	6	.	.	.	-0.1	.	.	0.0	4
Cc1ccc(Cn2nc(C)c(C(=O)N3CCN(S(=O)(=O)/C=C/c4ccccc4)CC3)c2C)cc1	-6	.	.	.	6.2	.	.	7.4	-13
CCN1CCN(CCC(=O)Nc2ccccc2OC)CC1	-2	20	10	-6	0.4	-5	95	2.6	-5
CCc1ccccc1NC(=O)c1nnn(CC(=O)Nc2cccc(C)c2)c1N	-4	-11	-13	4	2.0	11	104	1.9	-15
C(=N\Nc1nc(N2CCCCC2)nc(N2CCCCC2)n1)/c1c[nH]c2ccccc12	-2	-23	-16	-2	-0.3	2	105	-0.7	-9
CC1Cc2ccccc2N1C(=O)c1cc2cccnc2n(C)c1=O (stereo not drawn)	-4	.	.	.	0.0	.	.	-1.0	0
COc1ccc(Cl)cc1N(CC(=O)NCCSc1ccccn1)S(=O)(=O)c1ccccc1	-12	6	0	9	-0.1	0	101	-0.3	-9
CCc1ccc(-c2nnn(CCC(=O)OC)n2)cc1	-5	16	-6	-2	1.0	0	92	-0.3	-3

(list continues)
SMILES	GalR3 antag	NALP1 inh	GPR7 antag	MEKK2mut PB1 HTS	OXTR ag	PfM18AAP inh	MEKK2wt PB1 HTS	V1aR counter	OXTR potentiate
O=C(NNC(=O)c1nc2ccccc2[nH]1)OCc1ccccc1	-7	.	.	.	0.7	.	.	1.3	-4
Cc1cc(C)cc(NC(=S)Nc2cccc3cnccc23)c1	2	0	-7	7	.	7	140*	.	.
CCCOc1ccc(N2C(=O)CC(NCCc3ccc(S(N)(=O)=O)cc3)C2=O)cc1 (stereo not drawn)	-3	3	-8	-4	0.9	-15	98	0.1	-16
Cc1ccccc1NC(=S)NCC1CCC(CNC(=S)Nc2ccccc2C)CC1 (stereo not drawn)	-4	12	8	-1	0.1	-8	100	1.8	-9
COc1ccc(S(=O)(=O)N2CCCN(CC(=O)Nc3ccc(OC)c(Cl)c3)CC2)cc1	7	2	4	.	2.0	-8	.	2.7	-9
COc1ccc(NC(=O)c2ccc(COc3ccc(C)cc3)o2)cc1	-7	7	6	-1	-2.3	1	99	-0.9	0
Nn1cnnc1N/N=C/c1ccc(F)cc1	-11	5	-17	5	1.1	42*	111	8.2	1
O=C(Nc1cccc(C(F)(F)F)c1)c1ccc(-n2cncn2)nc1	-1	0	3	-5	1.6	3	91	4.6	-4

Compounds were not picked by outcome; 4.1% or so of the library scored in one or more.
